# High-throughput results (PubChem)
# HIF-2a block: blocks HIF-2a reporter activity | 786-0 RCC cells HIF-2a reporter, luciferase luminescence, overnight | actives 0.72% (n = 360,000) | inhibition, % at 18.8 µM;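 active means inhibition of the luminescence signal of 40% or more relative to plate controls, in a single-dose primary screen at 18.75 µM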
# Peg3 promoter: inhibitors of Peg3 promoter | AID 588405 | HeLa PEG-Prom luciferase reporter, luminescence, overnight | inhibition, % at 20 µM | actives 1.7% (n = 360,000);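 active means inhibition of at least 50% at 20 µM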
# CF NFkB inh: blocks PAF-induced NF-kB reporter in cystic fibrosis cells; KKLEB NF-kB-GFP reporter, GFP fluorescence overnight; actives 0.86% (n = 360,000); inhibition, % at 5 µM; AID 588850;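 active means at least 50% inhibition at 5 µM, scaled per plate between neutral and stimulator controls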;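 further: PAF is a Pseudomonas aeruginosa culture filtrate used as stimulus; plate controls were PAF-stimulated DMSO wells for no effect and unstimulated DMSO wells for full effect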
# Vif inh: HIV Vif inhibition; HEK293T cells, Vif self-association by quenched fluorescence, imaging, 24 h; inhibition, % at 7.49 µM; actives 0.35% (n = 340,000); in the data active means inhibition above about 50%, passing the limit was not always enough; inconclusive means no clear call, values can overlap the other calls; inactive means below about 31%; further: some results filed as inactive read as strong as hits
# NR2E3 ag-1: activates human photoreceptor nuclear receptor NR2E3 | GST-NR2E3/biotin-RetCOR TR-FRET, 1536-well | inhibition of corepressor binding, % at 4.78 µM | actives 0.12% (n = 320,000) | AID 2300;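 active means percent inhibition above the cutoff of mean plus 3 SD of all tested compounds, set per screening campaign, cut at about 20% in these data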;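 further: 0% = DMSO wells and 100% = biotin wells as full block of FRET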
# Target sequence (Q9Y5X4 whole entry, looked up): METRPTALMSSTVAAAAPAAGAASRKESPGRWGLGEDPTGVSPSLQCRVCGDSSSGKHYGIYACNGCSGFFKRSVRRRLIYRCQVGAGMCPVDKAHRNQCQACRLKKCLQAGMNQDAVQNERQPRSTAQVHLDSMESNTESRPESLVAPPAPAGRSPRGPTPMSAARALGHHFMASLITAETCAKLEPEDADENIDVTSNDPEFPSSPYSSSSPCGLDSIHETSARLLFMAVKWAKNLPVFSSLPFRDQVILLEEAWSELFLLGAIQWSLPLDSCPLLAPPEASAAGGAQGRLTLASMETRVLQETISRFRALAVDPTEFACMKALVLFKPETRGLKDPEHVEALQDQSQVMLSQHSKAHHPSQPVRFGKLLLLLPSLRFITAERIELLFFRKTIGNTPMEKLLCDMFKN
#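 Test system – NR2E3–RetCOR corepressor complex · Quantity – NR2E3 fusion 1.35 nM · Buffer or medium – Tris pH 7.5 · Incubation – Compound–protein incubation for 5 h at 4 °C · Technique – TR-FRET, Eu(K)-anti-GST donor, streptavidin-D2 acceptor, ex 340, em 617/671 nm · Evaluation – percent inhibition of 671/617 nm emission ratio versus biotin and DMSO controls · Plate – 1536-well format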
# CaV13 ICDI inh: Primary screen for inhibitors of IQ motif and Ca2+-dependent inactivation inhibitor domain binding in CACNA1D, Förster resonance energy transfer in living cells, … | inhibition, % at 12.3 µM | AID 743397 | HEK cells, CFP/YFP FRET ICDI-IQ, plate reader, 10 min; percent FRET-ratio fall versus neutral wells | actives 0.098% (n = 340,000);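 active means mean replicate inhibition of at least 30% and at least 1% of replicates passing that level; inconclusive means only one of the two criteria is met; inactive means neither criterion is met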;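 further: 0% = median of the neutral control wells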
# NR2E3 ag-2: activates human NR2E3 receptor. Q9Y5X4. CHO-S Gal4-NCOR/VP16-NR2E3 two-hybrid, luciferase. inhibition of corepressor binding, % at 3.98 µM. actives 0.35% (n = 360,000). AID 602229;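 active means inhibition above the mean of all tested compounds plus 3 SD, cut at about 70% in these data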;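 further: 0% = DMSO with NR2E3 transfected cells and 100% = cells lacking NR2E3 construct; higher means lower luciferase signal from less NR2E3 corepressor binding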
# KKLEB tox: reduces viability of KKLEB cystic fibrosis airway cells; KKLEB CF airway cells viability, ATPlite luminescence, overnight; active compounds read low; cells stimulated with P. aeruginosa culture filtrate; activity change (cytotoxicity), % at 5 µM; actives 0.36% (n = 360,000); AID 602141;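 active means corrected activity change at or below -50% at 5 µM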
# Shn3 3UTR inh: inhibitors of Schnurri-3 3'UTR reporter in osteoblasts; actives 0.52% (n = 360,000); Clone20 osteoblast Shn3 3'UTR firefly luciferase, 24 h; inhibition, % at 12.5 µM;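 active means mean inhibition of at least 75% with every replicate also reaching 75%; inconclusive means mean inhibition at least 75% but some replicate below; inactive means mean inhibition below 75%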;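 further: 0% = median of neutral control wells and 100% = pilot-screen positive control compound; some compounds past the cut are filed as inactive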
# TRPM1 prom inh: reduces MITF-dependent TRPM1 promoter luciferase signal. SK-MEL-5 TRPM1 promoter luciferase, 24 h. actives 0.83% (n = 330,000). inhibition, % at 12.5 µM;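 active means mean inhibition across replicates of 60% or more, whatever share of single replicates reaches that level; inconclusive means some that reach 60%, reason not given; inactive means mean inhibition across replicates below 60%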; further: values of inactives mirror those of a sister screen read the other way
# PDI turbidity: blocks human protein disulfide isomerase activity; P07237; PDI insulin aggregation turbidity, A650, 90 min; actives 0.052% (n = 350,000); inhibition, % at 10 µM; AID 588391;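 active means mean inhibition across replicates of 30% or more, whatever share of single replicates reach that level; inconclusive means mean inhibition below 30% while every single replicate reaches 30%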;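 further: absorbance from insulin aggregation driven by PDI reduction with DTT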
# Target sequence (P07237 whole entry, looked up): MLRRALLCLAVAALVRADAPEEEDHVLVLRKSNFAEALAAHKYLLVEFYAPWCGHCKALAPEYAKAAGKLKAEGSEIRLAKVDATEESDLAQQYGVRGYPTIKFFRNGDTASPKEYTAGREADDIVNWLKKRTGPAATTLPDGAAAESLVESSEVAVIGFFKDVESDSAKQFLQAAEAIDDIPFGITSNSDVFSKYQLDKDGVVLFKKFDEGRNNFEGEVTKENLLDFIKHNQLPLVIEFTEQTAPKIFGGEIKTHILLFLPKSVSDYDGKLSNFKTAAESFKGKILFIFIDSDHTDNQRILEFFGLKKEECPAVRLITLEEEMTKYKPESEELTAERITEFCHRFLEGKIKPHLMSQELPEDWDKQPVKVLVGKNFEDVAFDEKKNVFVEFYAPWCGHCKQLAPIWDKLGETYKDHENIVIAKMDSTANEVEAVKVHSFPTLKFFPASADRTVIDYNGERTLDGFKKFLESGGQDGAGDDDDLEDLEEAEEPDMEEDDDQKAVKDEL
# * = called active by the depositor; ? = inconclusive; . = no result given. Outcome played no part in choosing rows; any-hit rate near 3.3%.
SMILES,HIF-2a block,Peg3 promoter,CF NFkB inh,Vif inh,NR2E3 ag-1,CaV13 ICDI inh,NR2E3 ag-2,KKLEB tox,Shn3 3UTR inh,TRPM1 prom inh,PDI turbidity
CCOC(=O)c1c(-c2cccc([N+](=O)[O-])c2)csc1N,28,18,16,23,-1,1,-9,-11,30,7,-5
COc1cccc(-c2nc(C(=O)NCC3CCCO3)cc3c2[nH]c2ccccc23)c1 (configuration not stated),-10,56*,-44,-7,7,.,24,4,13,-3,.
CCCS(=O)(=O)NCCc1cc2c(C)ccc(C)c2[nH]c1=O,-4,0,19,6,-1,-7,15,0,24,-1,-8
O=C(NCC1CCCN(Cc2cccc(OCCO)c2)C1)c1ccc(F)cc1 (configuration not stated),12,-5,-4,-1,0,-14,9,4,-23,-13,22
N#Cc1c(-c2ccc(F)cc2)ccnc1N1CCOCC1,-63,-33,18,5,-1,-8,-20,1,-1,-11,-4
CCOc1ccc2nc(NC(=O)CSc3nc4c(c(=O)n(C)c(=O)n4C)n3C(C)C)sc2c1,-58,35,9,.,-1,-8,-25,2,54,-14,-6
C#CCSc1cc(C(F)(F)F)nc(-c2ccccn2)n1,-7,0,2,-5,-1,-2,-10,13,-7,-5,5
Cc1ccc(SCC(=O)Nc2c(Br)cnn2C)cc1,12,-5,-20,-15,-1,-19,6,-1,35,2,18
C[C@@H]1CCCCO[C@@H](CN(C)S(=O)(=O)c2ccc(F)cc2)[C@@H](C)CN([C@H](C)CO)C(=O)c2cc(NC(=O)c3ccccc3)ccc2O1,7,10,-19,-3,.,-5,-22,-3,22,.,6
Cc1ccc(N=Nc2ccc3ccccc3c2O)cc1,-7,6,4,-1,2,-20,5,-63*,10,21,1

# Entries above that bear a hit mark in Peg3 promoter:
smiles	HIF-2a block	Peg3 promoter	CF NFkB inh	Vif inh	NR2E3 ag-1	CaV13 ICDI inh	NR2E3 ag-2	Shn3 3UTR inh	TRPM1 prom inh	PDI turbidity
COc1cccc(-c2nc(C(=O)NCC3CCCO3)cc3c2[nH]c2ccccc23)c1 (configuration not stated)	-10	56*	-44	-7	7	.	24	13	-3	.

# (cont.)
SMILES,HIF-2a block,Peg3 promoter,CF NFkB inh,Vif inh,NR2E3 ag-1,CaV13 ICDI inh,NR2E3 ag-2,KKLEB tox,Shn3 3UTR inh,TRPM1 prom inh,PDI turbidity
CCc1ccccc1-n1nnnc1SCC(=O)Nc1cc(C)on1,-1,17,-9,7,2,-3,-36,-7,-2,5,6
Clc1cccc(Cl)c1COc1ccncc1,10,-2,8,-2,2,.,-25,-1,-5,2,7
Cc1cccc(CCNS(=O)(=O)c2ccc3c(c2)NC(=O)CS3)c1,16,12,5,-6,2,-2,7,3,-16,13,-13
O=S1c2ccccc2Sc2ccccc21,8,14,-10,5,.,-5,-25,10,1,-6,0
COCCN(CCOC)C(=O)COC(=O)c1cc([N+](=O)[O-])ccc1Cl,14,12,5,-3,-1,-2,-40,5,15,-4,3
Cc1cccc(Nc2nnc(-c3ccc(C(=O)N4C[C@H]5C[C@H](C4)c4cccc(=O)n4C5)cc3)c3ccccc23)c1,19,-8,17,-7,2,0,-17,1,-22,7,17
COc1ccc(N(C(=O)c2snc(C(N)=O)c2N)C(C(=O)NC2CCCCC2)c2ccc(F)cc2)c(OC)c1 (configuration not stated),6,23,21,10,0,-3,-19,-12,39,26,-7
COc1ccc(CNC(=O)c2ccc(S(=O)(=O)N3CCCC3)cc2)cc1OC,17,13,7,2,-1,.,-36,0,-20,3,-3
Cc1ccc(CNC(=O)CCC2CCCN(Cc3cccc4c3OCO4)C2)o1 (configuration not stated),4,-6,7,-3,-4,-1,-6,-11,1,6,4
CC1CC(C)CN(C(=O)COC(=O)CCc2nc3ccccc3c(=O)[nH]2)C1 (configuration not stated),13,0,17,-2,-1,-5,6,0,-19,2,1
CC(Sc1n[nH]c(-c2cccs2)n1)C(=O)Nc1ccccc1F (configuration not stated),-2,-1,0,-1,8,-2,16,12,13,10,-1
C[C@@H]1CN([C@@H](C)CO)C(=O)c2cc(N(C)C)ccc2O[C@@H]1CN(C)Cc1ccncc1,13,0,20,6,.,-4,-7,-5,3,6,-2
CC1CCN(c2oc(Cc3cccc4ccccc34)nc2C#N)CC1,-24,-7,14,28,-2,.,-31,-19,4,-5,-4
COc1ccccc1Cn1nnc2c(=O)[nH]c(C3CCN(C(=O)c4ccc(F)cc4)CC3)nc21,17,8,8,-6,2,-5,-8,-2,-2,7,7
NNC(=O)c1ccc(S(=O)(=O)N2CCc3ccccc32)cc1,14,1,-12,23,-3,7,-1,6,-28,6,4
Cc1cc(OCC(=O)NC2CC2)c2c(C)c(C)c(=O)oc2c1,0,2,-47,-7,3,-14,-24,-3,10,13,-2
N#C/C(=C(/O)COc1ccccc1)c1nc2ccccc2s1,-138,-37,15,-14,-2,4,-32,10,13,-2,10
Cc1ccc(C(C)C)cc1C(=O)CC1(O)C(=O)N(C)c2ccccc21 (configuration not stated),4,18,4,-6,4,.,-20,-7,-6,-7,1
CCN(CC)CCNc1c(C)cc(CO)c(Cl)c1C,20,72*,13,-1,.,-14,38,-7,5,.,4
O=C(O)c1cccc(-c2ccc(/C=N/n3cnnc3)o2)c1,0,3,2,0,1,-2,-17,3,-1,9,-4
CCCc1cc(C(=O)Nc2cc(C)ccc2O)no1,-317,-342,-21,-3,-2,-4,-74,1,-6,-69,-4
Cc1ccccc1-c1nnc(SCC(=O)NC2CCCC2)n1C,8,-7,-26,15,-4,-7,-4,-9,42,-3,1
CCn1c(=N)c(S(=O)(=O)c2ccc(F)cc2)cc2c(=O)n3ccccc3nc21,14,21,17,-3,-1,.,1,-12,-2,-9,-7
COc1ccc(N(CN2C(=O)C3CC=CCC3C2=O)C(=O)c2ccco2)cc1 (configuration not stated),7,4,2,-1,1,-4,8,0,17,-5,12
COc1cc(OC)c2ccc(=O)oc2c1C(CCN1CCN(c2ccccc2)CC1)c1ccc2c(c1)OCO2 (configuration not stated),17,0,-5,4,-1,-10,-28,-8,-6,4,0
Cc1cccc(N(CC(=O)NCc2ccc3c(c2)OCO3)C(=O)CCC(=O)Nc2ccccn2)c1,6,-2,-19,0,1,-6,-11,5,1,-17,-4
Cc1ccc(NC(=O)Cn2cc(C(F)(F)F)cc(Cl)c2=O)cc1S(=O)(=O)N1CCCCC1,11,0,-23,-9,1,-6,4,12,35,9,0
CCOc1cc(N2CCCC2)ccc1[N+](=O)[O-],4,6,-8,-1,-2,-5,-29,4,4,4,-3
CCc1ccc(C(=O)COC(=O)CNC(=O)c2ccc(N3C(=O)c4ccccc4C3=O)cc2)cc1,12,25,-9,0,2,-4,-8,18,-13,2,19
O=C(CN1CCN(Cc2ccccc2)C1=O)NCCCN1CCOCC1,10,13,1,.,1,-7,0,4,-13,.,-1
COc1ccc(C2c3ccc(O)cc3Oc3ncn(CCN4CCOCC4)c(=N)c32)cc1 (configuration not stated),24,11,20,0,2,-6,-5,-6,4,2,30
COc1ccc(C2NC(=O)NC(C)=C2C(=O)Nc2cccc(C)c2C)cc1 (configuration not stated),-5,9,-4,19,2,-5,-25,-9,-20,-21,1
C[C@H]1COC(=O)[C@H](Cc2ccc(F)cc2)CC/C=C/C[C@@H](CC(=O)N(CCO)Cc2ccccc2)C(=O)N1,1,-5,5,-5,.,-3,-13,-14,23,8,13
Cc1nc2ncnn2c(N2CCCC(C(=O)Nc3ccccc3Br)C2)c1C (configuration not stated),8,16,-5,8,2,8,-15,-8,43,9,-2
Cc1ccc(N2CC(C(=O)NCCN3CCOCC3)CC2=O)cc1C (configuration not stated),4,8,-14,36,1,-3,-40,7,0,7,-9
Clc1ccc2nc(CSc3nnc4ccccn34)cn2c1,-85,-94,-5,-8,17,-2,-162,-8,-44,-18,?
Cc1ccccc1C(C(=O)NC1CCCCC1)N(C(=O)c1ccccn1)c1cccnc1 (configuration not stated),24,15,-15,4,0,-9,-2,0,-9,-2,-1
CC(C)(C)c1ccc(NS(=O)(=O)c2ccc(N)cc2)cc1,-71,-33,4,3,-2,-3,-9,-6,2,-12,6
CCOc1ccccc1C(=O)Nc1nnc(SCC(=O)Nc2cc(C)on2)s1,-5,-26,-10,-6,2,.,-28,5,-17,-15,-8
Cc1ccc(C(=O)N=c2sccn2C)cc1S(=O)(=O)N1CCOCC1,-219,-230,-18,3,-2,-1,-80,8,-128,-104,-9

# Structures above containing fluorine (ten):
SMILES,HIF-2a block,Peg3 promoter,CF NFkB inh,Vif inh,NR2E3 ag-1,CaV13 ICDI inh,NR2E3 ag-2,KKLEB tox,Shn3 3UTR inh,TRPM1 prom inh,PDI turbidity
O=C(NCC1CCCN(Cc2cccc(OCCO)c2)C1)c1ccc(F)cc1 (configuration not stated),12,-5,-4,-1,0,-14,9,4,-23,-13,22
N#Cc1c(-c2ccc(F)cc2)ccnc1N1CCOCC1,-63,-33,18,5,-1,-8,-20,1,-1,-11,-4
C#CCSc1cc(C(F)(F)F)nc(-c2ccccn2)n1,-7,0,2,-5,-1,-2,-10,13,-7,-5,5
C[C@@H]1CCCCO[C@@H](CN(C)S(=O)(=O)c2ccc(F)cc2)[C@@H](C)CN([C@H](C)CO)C(=O)c2cc(NC(=O)c3ccccc3)ccc2O1,7,10,-19,-3,.,-5,-22,-3,22,.,6
COc1ccc(N(C(=O)c2snc(C(N)=O)c2N)C(C(=O)NC2CCCCC2)c2ccc(F)cc2)c(OC)c1 (configuration not stated),6,23,21,10,0,-3,-19,-12,39,26,-7
CC(Sc1n[nH]c(-c2cccs2)n1)C(=O)Nc1ccccc1F (configuration not stated),-2,-1,0,-1,8,-2,16,12,13,10,-1
COc1ccccc1Cn1nnc2c(=O)[nH]c(C3CCN(C(=O)c4ccc(F)cc4)CC3)nc21,17,8,8,-6,2,-5,-8,-2,-2,7,7
CCn1c(=N)c(S(=O)(=O)c2ccc(F)cc2)cc2c(=O)n3ccccc3nc21,14,21,17,-3,-1,.,1,-12,-2,-9,-7
Cc1ccc(NC(=O)Cn2cc(C(F)(F)F)cc(Cl)c2=O)cc1S(=O)(=O)N1CCCCC1,11,0,-23,-9,1,-6,4,12,35,9,0
C[C@H]1COC(=O)[C@H](Cc2ccc(F)cc2)CC/C=C/C[C@@H](CC(=O)N(CCO)Cc2ccccc2)C(=O)N1,1,-5,5,-5,.,-3,-13,-14,23,8,13
